Bioassay records (PubChem)
EP2 mod: modulates human prostaglandin E2 receptor EP2 signaling; P43116; EP2-expressing cells, cAMP HTRF FRET, PGE2 co-stimulation; induction, % at 25 µM; 260,000 tested, 0.83% active; AID 940;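 active means compounds whose cAMP rise, as percent of the full-agonist control response, exceeds 60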;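 further: rat C6 glioma line stably carrying human EP2 under a CMV promoter; the protocol text gives 20 µM as final concentration; 100% = response of wells given 1 µM PGE2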
Target sequence (P43116 whole entry, looked up): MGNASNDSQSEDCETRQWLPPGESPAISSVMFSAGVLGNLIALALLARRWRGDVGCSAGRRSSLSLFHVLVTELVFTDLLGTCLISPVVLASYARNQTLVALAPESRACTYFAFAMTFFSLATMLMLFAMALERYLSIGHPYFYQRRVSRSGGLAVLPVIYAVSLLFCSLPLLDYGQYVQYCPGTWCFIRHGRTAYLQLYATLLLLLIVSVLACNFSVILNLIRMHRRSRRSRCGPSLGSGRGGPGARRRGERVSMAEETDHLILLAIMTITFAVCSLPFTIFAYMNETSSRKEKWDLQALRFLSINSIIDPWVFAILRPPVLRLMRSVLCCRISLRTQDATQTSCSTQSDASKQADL
* = called active by the depositor. Only part of the results is shown; the hit share may differ from the screen's.

cpd | smiles | EP2 mod
1 | O=C(Nc1ccc(S(=O)(=O)NCC2CCCO2)cc1)c1cc2ccccc2oc1=O (stereo not drawn) | 6
2 | CSc1ccc(NC(=O)C(C)n2nc(-c3cc(C)oc3C)cc(N)c2=O)cc1 (stereo not drawn) | -129
3 | N#Cc1ccccc1NC(=O)c1cc2ccccc2o1 | -14
4 | Cc1nn(C)c(C)c1-c1cc(C(=O)NC(c2cccs2)C(C)C)[nH]n1 (stereo not drawn) | -43
5 | O=C(NC1(c2ccc3c(c2)OCO3)CCCC1)c1n[nH]c2c1CCCC2 | -73
6 | COc1ccc(-c2ccc(=O)n(C3CCN(C(=O)c4ccco4)CC3)n2)cc1F | 16
7 | COc1ccc(/C(O)=C2/C(=O)C(=O)NC2c2cccc(F)c2)cc1OC (stereo not drawn) | 5
8 | COc1cccc(CN(Cc2ccco2)Cc2nc[nH]c2C)c1 | -13
9 | COC1C=CC23c4cc5c(cc4CN(C[C@H]2O)[C@@H]3C1)OCO5 (stereo partly drawn) | -8
10 | Cc1cc(C)nc(N2CCC(C(=O)Nc3ccc(C(F)(F)F)cc3)CC2)n1 | -25
11 | Cc1sc2nc(C3CC3)n(C3CCN(CC(N)=O)CC3)c(=O)c2c1C | 9
12 | CCC(c1nnnn1CCOC)N(Cc1cc2cc3c(cc2[nH]c1=O)OCCO3)C1CCCC1 (stereo not drawn) | -45
13 | Cc1cccc(NC(=O)COc2cccc(C)c2C)n1 | -6
14 | O=C1CCc2cc(S(=O)(=O)NCC(c3ccccc3)N3CCOCC3)ccc2N1 (stereo not drawn) | -37
15 | O=S(=O)(c1cccc(C(F)(F)F)c1)N1CCC(c2nc3ccccc3s2)CC1 | -33
16 | CCC(c1nnnn1Cc1ccccc1)N(Cc1ccco1)Cc1cc2cc(C)c(C)cc2[nH]c1=O (stereo not drawn) | 36
17 | COc1ccccc1-n1c(SCC(=O)NC2CCCC2)nnc1-c1ccco1 | 3
18 | CCOCCCNS(=O)(=O)c1ccc2c(c1)NC(=O)C(C)O2 (stereo not drawn) | -44
19 | OC(CN1CCC2(CC1)CC(O)c1cc(Cl)ccc1O2)c1ccc(F)cc1 (stereo not drawn) | -84
20 | CCc1nn(CC(=O)N(C)CCc2ccccn2)c(=O)c2cc3ccsc3n12 | -14
21 | Cc1ccc(C(C)C(=O)NCCn2nc(-c3ccco3)ccc2=O)cc1 (stereo not drawn) | -35
22 | CCCC(NC(=O)c1csc(C(C)=O)c1)c1ccc2c(c1)OCCO2 (stereo not drawn) | -92
23 | CN(C)CCN1C(=O)C(=O)/C(=C(\O)c2ccccc2)C1c1ccco1 (stereo not drawn) | -12
24 | COc1cc(C2C(C#N)=C(N)OC3=C2C(=O)CC(C)(C)C3)cc(Br)c1OC (stereo not drawn) | 1

Part of the list above, field by field:
#11 Cc1sc2nc(C3CC3)n(C3CCN(CC(N)=O)CC3)c(=O)c2c1C
  EP2 mod: 9

#7 COc1ccc(/C(O)=C2/C(=O)C(=O)NC2c2cccc(F)c2)cc1OC (stereo not drawn)
  EP2 mod: 5

#12 CCC(c1nnnn1CCOC)N(Cc1cc2cc3c(cc2[nH]c1=O)OCCO3)C1CCCC1 (stereo not drawn)
  EP2 mod: -45

#14 O=C1CCc2cc(S(=O)(=O)NCC(c3ccccc3)N3CCOCC3)ccc2N1 (stereo not drawn)
  EP2 mod: -37

New compounds follow:
cpd | smiles | EP2 mod
25 | COCCNC(=S)N(Cc1ccc(F)cc1)Cc1cc2ccc(C)cc2[nH]c1=O | -24
26 | Cc1nc2c(c(=O)[nH]1)CN(Cc1ccc(F)c(F)c1)CC2 | 8
27 | COc1ccccc1N1CCN(CC(O)c2ccc3c(c2)CCO3)CC1 (stereo not drawn) | -48
28 | CCC(C)(C)n1nnnc1CN(Cc1cc2cc(C)c(C)cc2[nH]c1=O)C1CCCC1 | 9
29 | Cn1c(N2CCC(C(=O)NCCN3CCOCC3)CC2)nc2ccccc21 | -1
30 | O=C(NC1CCCCC1)N(Cc1ccccc1)Cc1cc2cc3c(cc2[nH]c1=O)OCO3 | -6
31 | Cc1sc2nc(C(C)C)n3c(SCC(=O)NNC(=O)c4ccco4)nnc3c2c1C | 20
32 | CC1CN(C)CCC1CCc1ccc(NC(=O)C2CCN(S(C)(=O)=O)CC2)cc1 (stereo not drawn) | -42
33 | CCCn1c(SCC(=O)Nc2ccc(C)cc2)nnc1-c1ccoc1C | 4
34 | CC1CCCN(C(=O)CSc2nnc(-c3ccncc3)n2-c2ccc(F)cc2)C1 (stereo not drawn) | 7
35 | COc1ccc(-c2nc(SC)n(C(=O)c3ccc(OC)c(OC)c3)n2)cc1 | 26
36 | CN1CCN(C(=O)CN(c2cccc(F)c2)S(C)(=O)=O)CC1 | 3
37 | C=CCn1c(=O)/c(=C2/Sc3ccc(OC)cc3N2C)s/c1=C1\C(=O)NN=C1C | 2
38 | COc1ccccc1CN1Cc2cc3cccc(C)c3nc2OCC1=O | -31
39 | Cc1nn(C)c(C)c1CCC(=O)NC(C)Cn1nc2c(C)cc3ccccc3n2c1=O (stereo not drawn) | -11
40 | CCOc1ccc(-c2nnn(CC(=O)Nc3ccc(C(C)=O)cc3)n2)cc1OCC | -61
41 | CC1CN(S(=O)(=O)c2ccc3c(c2)NC(=O)CO3)CCC1O (stereo not drawn) | -19
42 | CC(=O)NC1CCN(CC(=O)Nc2ccc(C)cc2)CC1 | -11
43 | Cc1cccc2cc3c(nc12)OCC(=O)N(Cc1ccccc1Cl)C3 | -82
44 | O=S(=O)(NC1(c2ccc(F)cc2)CC1)c1ccc(Cl)s1 | 10
45 | Cc1cccc2cc3ccc4ccccc4c3cc12 | 15
46 | CCN1CCN(C(=O)CN(c2ccc(Oc3ccccc3)cc2)S(C)(=O)=O)CC1 | -26
47 | COc1cc(OC)cc(OCC(O)Cn2cnc3ccccc32)c1 (stereo not drawn) | -13
48 | CC1CCN(CC[S-])CC1.O.O.[Cl][Pt] | -45

3 of the entries above in order of the EP2 mod value, low to high:
cpd | smiles | EP2 mod
43 | Cc1cccc2cc3c(nc12)OCC(=O)N(Cc1ccccc1Cl)C3 | -82
47 | COc1cc(OC)cc(OCC(O)Cn2cnc3ccccc32)c1 (stereo not drawn) | -13
45 | Cc1cccc2cc3ccc4ccccc4c3cc12 | 15

Next part
cpd | smiles | EP2 mod
49 | COc1ccc(C(=O)CSc2nnc(C3CC3)n2C)cc1 | -25
50 | CCCOc1ccc(C2C(C#N)=C(N)Oc3n[nH]c(-c4cccs4)c32)cc1 (stereo not drawn) | 24
51 | O=C(NCc1ccc2c(c1)OCO2)C(=O)NCc1ccco1 | -32
52 | COC(=O)CSc1nnc(-c2ccccc2Br)o1 | 37
53 | CC(C)N1CC23C=CC(O2)C(C(=O)NC2(c4cccc(F)c4)CCCC2)C3C1=O (stereo not drawn) | -19
54 | C(=N\Nc1nnc2c(n1)[nH]c1ccccc12)/c1cccnc1 | -30
55 | CCN(CC)C(=O)N1CCCC(c2nc(C)ncc2-c2ccncc2)C1 (stereo not drawn) | -19
56 | CCCn1c(SCC(=O)Nc2ccc(C(C)=O)cc2)nc2c1c(=O)n(C)c(=O)n2C | 14
57 | CCCCS(=N)(=O)CC[C@H](N)C(=O)O (stereo partly drawn) | -13
58 | CCOc1cccc(/C(O)=C2/C(=O)C(=O)N(CCOC)C2c2cccs2)c1 (stereo not drawn) | 26
59 | Cc1cc2cc3c(cc2n2c(SCC(=O)Nc4nc(-c5ccccc5)cs4)nnc12)OCCO3 | -1
60 | CC(C)CCCC(C)[C@H]1CCC2C3C(=O)C=C4C[C@@H](O)CC[C@]4(C)C3CC[C@@]21C (stereo partly drawn) | 0
61 | O=C(NCCN1CCc2ccccc21)C1(c2ccccc2F)CC1 | -84
62 | COc1ccccc1C1(O)CCN(CC(O)c2ccc3ccccc3c2)CC1 (stereo not drawn) | -84
63 | CC1(C)Oc2ccc(C(=O)NC3CC3)cc2N(Cc2ccccc2F)C1=O | 17
64 | Cc1cc(NC(=O)CSc2nnc3c4c5c(sc4nc(C4CC4)n23)CC(C)CC5)no1 (stereo not drawn) | -1
65 | COc1ccc(N2CCN(CC(=O)Nc3cccc(C(=O)O)c3)CC2)cc1 | 17
66 | O=C(COc1ccc2nsnc2c1)NCc1nc(-c2ccccc2)no1 | -51
67 | COc1ccc(CN2CCC(O)(c3ccccc3)C2)cc1Cn1cccn1 (stereo not drawn) | -74
68 | COCCNC(=S)N(CCO)Cc1cc2cc(C)cc(C)c2[nH]c1=O | -86
69 | O=C(O)c1ccccc1-c1ccccc1C(=O)Nc1ccc2c(c1)Cc1ccccc1-2 | 31
70 | CC(=O)c1sc2nc(-c3ccc4c(c3)OCO4)cc(C(F)(F)F)c2c1N | -8
71 | CC[C@H](Cn1ncc2ccccc2c1=O)NC(=O)c1cnn2cccnc12 | -47
72 | C=CCn1c2cc(C)sc2c2cnn(Cc3cccnc3)c(=O)c21 | 3
73 | CCCn1c(SCC(=O)Nc2cc(C)cc(C)c2)nnc1-c1ccncc1 | -29
74 | COc1ccc2nc(-c3ccncc3)cc(C(=O)O)c2c1 | -5
75 | COc1ccc(-c2nnc(SCC(=O)N(C(C)C)C(C)C)o2)cc1 | -30
76 | O=S(=O)(c1ccc(Br)cc1)N1CCN(S(=O)(=O)c2ccc(Br)cc2)CC1 | -1
77 | COc1ccc(C2SCCN2S(=O)(=O)c2ccc(C)c(C)c2)cc1OC (stereo not drawn) | -43
78 | Cc1ccc(C)c2[nH]c(=O)c(CN(CCCO)C(=S)NCc3ccccc3)cc12 | -44
79 | CC(=O)Nc1nc(C(=O)NC2(c3ccc(F)cc3)CCCC2)cs1 | -69
80 | c1ccc(C[n+]2ccc(-c3c[nH]c4ccccc34)cc2)cc1 | -130
81 | COc1ccc(C(=O)N2CCN(C(=O)c3ccccc3)CC2)cc1OC | -20
82 | Cc1nn(CC(=O)NC(C)CCc2ccccc2)c(=O)c2cc3sccc3n12 (stereo not drawn) | -28
83 | COc1cccc(C(O)CN2CCC3(CC2)CC(O)c2cc(F)ccc2O3)c1 (stereo not drawn) | -63
84 | CCc1ccc(N(CC(=O)NC(C)(C)CC)C(=O)CCC(=O)Nc2nccs2)cc1 | -13
85 | O=C(O)C1CN(CCCP(=O)(O)O)CCN1 (stereo not drawn) | -6
86 | CCOc1ccc(-n2c(SCC(=O)Nc3ccc(F)cc3)nnc2-c2cccnc2)cc1 | -18
87 | CCc1ccc2[nH]c(=O)c(CN(C(=S)NCCc3ccccc3)C3CCCCC3)cc2c1 | 14
88 | CCCc1nn(CC(=O)N(C)C)c(=O)c2cc3ccsc3n12 | -48
89 | CCCn1c(=O)/c(=C2/C=Cc3ccccc3N2CC)s/c1=C1/SC(=S)N(N)C1=O | -15
90 | C=CCNc1nc2c(c(=O)[nH]c(=O)n2C)n1CCCc1ccccc1 | 0
91 | CCC1Oc2nc3ccccc3cc2CN(Cc2ccc(C)o2)C1=O (stereo not drawn) | -37
92 | Cc1cccc(C(=O)N(Cc2cc3cccc(C)c3n3nnnc23)C2CCCC2)c1 | 50
93 | Cn1c2ccccc2n2c(=O)n(CC(=O)N3CCNC(=O)C3(C)C)nc12 | -24
94 | COc1ccccc1C1(NC(=O)c2cc(-c3ccc(C)o3)[nH]n2)CCCC1 | -84
95 | COC(=O)Cn1cc(CN2CCC(O)(c3ccccc3OC)CC2)c2ccccc21 | -13
96 | CCc1cccc(C)c1NC(=O)CN1C(=O)C(C)(C)Oc2ccc(C(=O)NC(C)C)cc21 | 5
97 | CN(Cc1ccccc1)c1nc2c(c(=O)[nH]c(=O)n2C)n1CCO | 9
98 | CCc1ccc(C2NC(=O)C(O)=C2C(=O)c2cccs2)cc1 (stereo not drawn) | 9
99 | COC(=O)c1c(NC(=O)c2ccc3c(c2)OCO3)sc(C(=O)NC2CCCCC2)c1C | -6
100 | COc1ccc(-n2ncc3c(SCC(=O)N4CCCc5ccccc54)ncnc32)cc1 | 20
101 | Cc1ccc(NC(=O)C2CCCN(c3nccc(C)n3)C2)cc1 (stereo not drawn) | -43
102 | COc1ccccc1NC(=O)N(Cc1ccc2c(c1)OCO2)Cc1cc2cccc(C)c2[nH]c1=O | 23
103 | CCn1c(COc2ccc(Br)cc2)nnc1SCC(=O)N1CCCc2ccccc21 | 33
104 | CCOC(=O)c1cccc(NC(=O)CSc2nncn2-c2ccccn2)c1 | -15

The list continues.
cpd | smiles | EP2 mod
105 | Cc1ccc2[nH]c(=O)c(CN(CC3CCCO3)C(=O)Nc3cccc(Cl)c3)cc2c1 (stereo not drawn) | -33
106 | Cc1cc(N2CCN(CC(O)c3ccc4c(c3)OCCCO4)CC2)nc(C(C)C)n1 (stereo not drawn) | -86
107 | O=[N+]([O-])c1ccc(C2=Nn3c(nnc3-c3ccc(Cl)cc3)SC2)o1 | -31
108 | CC(C)=CCC/C(C)=C/CC/C(C)=C/CC/C(C)=C/CC/C(C)=C/CC/C(C)=C/CC/C(C)=C/CC/C(C)=C/CC/C(C)=C/CO | 5
109 | COCCn1nnnc1C(c1ccc(OC)cc1)N1CCN(c2ncccn2)CC1 (stereo not drawn) | 6
110 | CC(=O)N1CCN(c2nc(C3CC3)nc3sc4c(c23)CCCC4)CC1 | -7
111 | O=c1[nH]c(=O)c2cc(S(=O)(=O)Nc3ccc(N4CCCCCC4)cc3)ccc2[nH]1 | -99
112 | Cc1sc2nc(C)n(C3CCN(C(=O)C(C)c4ccccc4)CC3)c(=O)c2c1C (stereo not drawn) | -29
113 | C[C@H](Cn1nnc2ccccc21)NC(=O)Cn1ncc2ccccc2c1=O | -9
114 | COc1cc(C(c2nnnn2C2CCCCC2)N2CCc3ccccc3C2)ccc1O (stereo not drawn) | -26
115 | Cc1sc2ncn(Cc3ccc(Cl)cc3Cl)c(=O)c2c1C | -12
116 | CC1CCCCN1C(=O)CSc1nnc(-c2ccc(NS(C)(=O)=O)cc2)n1C1CCCCC1 (stereo not drawn) | -10
117 | COCCNS(=O)(=O)c1ccc(S(=O)(=O)N2CCCCCC2)cc1 | -59
118 | CCn1cc(C(=O)N2CCCC(c3ncncc3-c3ccncc3)C2)cn1 (stereo not drawn) | -15
119 | NC(=O)C1CCN(C(=O)CN(C2CCCCC2)S(=O)(=O)c2ccc(F)cc2)CC1 | 3
120 | CCn1c(SCC(=O)Nc2ccc(OC)cc2N)nnc1-c1ccc(Cl)cc1 | -7
121 | Cc1cc(C)c(S(=O)(=O)N(CC(=O)NCc2ccncc2)C2CCCCC2)c(C)c1 | 18
